ALDH1A1 block – qHTS Assay for Inhibitors of Aldehyde Dehydrogenase 1 (ALDH1A1); Purified ALDH1A1, NADH fluorescence, propionaldehyde substrate; hit rate 7.3% among 220,000; Potency, µM (series often up to 75.3 µM), for the others: top-dose activity, negative = inhibition, usual class: inhibitors; AID 1030, 2008; Aldehyde dehydrogenase 1A1 (Homo sapiens), P00352; active = well fitted inhibition curve with a large enough effect, not every such curve was filed as active; inconclusive = small, poorly fitted or top-dose-only effect, or another doubt; inactive = no such curve, though single readings can be large or run the other way;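 note: plate controls were no enzyme wells and a reference inhibitor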
aGal spleen mod – qHTS Assay for Inhibitors and Activators of Human alpha-Galactosidase From Spleen Homogenate; human spleen homogenate, 4MU-alpha-Gal fluorescence, 40 min; Alpha-galactosidase A (Homo sapiens), P06280; AID 2107, 2009; hit rate 0.008% among 240,000; Potency, µM (doses to about 80 µM), for inactives: at the highest dose activity change, negative = inhibition, actives largely listed as inhibitors;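 note: 0% = enzyme with vehicle and -100% = no enzyme basal signal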
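Fluorogenic readout (Ex 365/Em 440 nm) of 4-methylumbelliferone released from 1 mM 4-MU-alpha-galactoside by spleen homogenate, 40 min at 37C, pH 5.0. Data normalized to no-enzyme and enzyme controls; Hill-equation AC50 from compound titrations.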
TRb-SRC2 inh – qHTS for Inhibitors of the Interaction of Thyroid Hormone Receptor and Steroid Receptor Coregulator 2; Thyroid hormone receptor beta (Homo sapiens), P10828; TRbeta-SRC2 peptide binding, fluorescence polarization; receptor liganded with 1 µM T3; Potency, µM (series often up to 106 µM), for the others: at the highest dose activity change, negative = inhibition, hits mostly inhibitors; hit rate 0.065% among 280,000;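 note: plate controls were bound peptide for no effect and peptide without receptor for full effect; nearly all actives have a fitted effect of over 50% in size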
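Human TRb ligand-binding domain (0.6 uM) is mixed with 20 nM Texas Red SRC2 peptide and 1 uM T3; after compound addition and 5 hr at ambient temperature, polarization is measured and normalized to unbound and bound controls.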
Tau fibril FP – qHTS for Inhibitors of Tau Fibril Formation, Fluorescence Polarization; Potency, µM (titrated, usually from 57.7 µM), for the others: at the highest dose activity, negative = inhibition, hits mostly inhibitors; K18 P301L tau heparin fibrillization, Alexa594 FP, 6 h; Microtubule-associated protein tau (Homo sapiens), P10636; hit rate 0.39% among 280,000; note: nearly all actives have a fitted effect of over 55% in size
Target sequence (P10636 561-689 P618L limits assumed): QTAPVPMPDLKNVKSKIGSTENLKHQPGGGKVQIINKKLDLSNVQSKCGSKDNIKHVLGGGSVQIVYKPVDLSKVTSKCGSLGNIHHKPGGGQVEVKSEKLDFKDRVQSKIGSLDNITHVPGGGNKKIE
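K18 P301L tau (15 uM unlabeled/0.24 uM Alexa 594-labeled, final) + compound + heparin 20 uM final; 100 mM NaOAc pH 7; 6 hr 37 C; ThT 30 uM final added, 1 hr RT; FP ex 555/em 632 nm.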
TR SRC2 fluor cs – Total Fluorescence Counterscreen for Inhibitors of the Interaction of Thyroid Hormone Receptor and Steroid Receptor Coregulator 2; TRb/SRC2 Texas Red total fluorescence interference; Potency, µM (doses to about 106 µM), for inactives: top-dose fluorescence change, negative = quenching; hit rate 0.29% among 280,000; active = well fitted curve in either direction with a large enough effect; inconclusive = small, poorly fitted or top-dose-only effect
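Flags fluorescent or light-absorbing compounds by total fluorescence, S + 2P, at 555 nm excitation and 632 nm emission. Mixture: 20 nM Texas Red SRC2 peptide, 0.6 uM human TRb LBD, 1 uM T3, 5% DMSO; compound exposure 5 h at ambient temperature.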
Tau fibril ThT – qHTS for Inhibitors of Tau Fibril Formation, Thioflavin T Binding | AID 1460, 2008 | hit rate 2.1% among 270,000 | Microtubule-associated protein tau (Homo sapiens), P10636 | recombinant tau K18 P301L, heparin-induced fibrillization, ThT fluorescence | Potency, µM (highest dose often 57.4 µM), inactives show top-dose activity, negative = inhibition, actives largely listed as inhibitors; note: nearly all actives have a fitted effect of over 55% in size
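Recombinant human tau K18 fragment […] carrying P301L, 15 uM unlabeled plus 0.24 uM Alexa 594-labeled, was fibrillized with 20 uM heparin in 100 mM sodium acetate pH 7 for 6 hr at 37 C; 30 uM ThT fluorescence read after 1 hr.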
L3MBTL1 inh – qHTS Assay for the Inhibitors of L3MBTL1 | Potency, µM (highest dose often 57.1 µM), for the others: at the highest dose activity, negative = inhibition, most hits filed as inhibitors | AlphaScreen L3MBTL1–H3K9me1 peptide binding | hit rate 0.66% among 230,000; note: nearly all actives have a fitted effect of over 60% in size
Target sequence (Q9Y468 whole entry, looked up): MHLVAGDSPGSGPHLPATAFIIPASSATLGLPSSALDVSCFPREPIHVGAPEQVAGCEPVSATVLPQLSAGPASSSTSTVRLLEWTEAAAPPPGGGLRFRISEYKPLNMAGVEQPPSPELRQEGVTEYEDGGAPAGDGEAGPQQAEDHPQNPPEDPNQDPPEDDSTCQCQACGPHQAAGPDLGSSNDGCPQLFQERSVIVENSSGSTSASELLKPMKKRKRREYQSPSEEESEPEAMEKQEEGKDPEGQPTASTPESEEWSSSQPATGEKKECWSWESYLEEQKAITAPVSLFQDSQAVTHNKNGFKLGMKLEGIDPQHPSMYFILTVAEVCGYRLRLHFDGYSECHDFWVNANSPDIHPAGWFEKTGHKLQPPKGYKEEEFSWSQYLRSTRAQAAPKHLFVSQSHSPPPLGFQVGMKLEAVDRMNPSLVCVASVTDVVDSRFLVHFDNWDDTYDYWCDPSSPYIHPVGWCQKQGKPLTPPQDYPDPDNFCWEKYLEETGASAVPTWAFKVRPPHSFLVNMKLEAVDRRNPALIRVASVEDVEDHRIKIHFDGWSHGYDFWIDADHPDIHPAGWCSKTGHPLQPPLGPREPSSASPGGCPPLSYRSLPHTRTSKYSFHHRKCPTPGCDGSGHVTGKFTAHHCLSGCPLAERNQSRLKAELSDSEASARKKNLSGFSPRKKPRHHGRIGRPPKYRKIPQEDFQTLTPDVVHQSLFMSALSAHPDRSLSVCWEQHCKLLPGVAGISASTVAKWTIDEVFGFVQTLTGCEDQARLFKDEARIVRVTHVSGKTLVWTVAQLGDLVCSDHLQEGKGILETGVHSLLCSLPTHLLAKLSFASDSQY
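L3MBTL1 50 nM + b-AHA-H3(1-15)K9me1 75 nM, 30 min RT; compound added, 30 min RT; streptavidin donor/Ni-chelate acceptor beads 10 ug/mL each final, 30 min RT dark; AlphaScreen read.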
Tau fluor counter – Counterscreen qHTS for Inhibitors of Tau Fibril Formation, Fluorescence Polarization; tau K18 P301L (four-repeat tau fragment) Alexa594 fluorescence, heparin fibrillization; Potency, µM (doses to about 57.7 µM), without a hit: at the highest dose activity change, negative = decrease; hit rate 0.93% among 280,000; AID 1463, 2008; note: nearly all actives have a fitted effect of over 55% in size
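Human K18 P301L tau (15 uM unlabeled plus 0.24 uM Alexa 594-labeled, final) in 100 mM sodium acetate pH 7 was mixed with compound and 20 uM heparin and incubated 6 hr at 37 C.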
* marks the source's active call; other numbers are inactive results; ? = inconclusive; / = no result given; & = joins results of further samples; [ ] = dose if it differs, or a comment. Unless noted, calls come from the whole dose curve; as a rule, active = well fitted curve in the direction sought with a large enough effect; inconclusive = small, poorly fitted or top-dose-only effect, or another doubt; inactive = no such curve, though single readings can be large; an effect the other way counts as inactive or inconclusive. Unless noted, % is set by controls: 0 for no effect and ±100 for the full control effect; potency is the fitted concentration of half-maximal effect.

SMILES	ALDH1A1 block	aGal spleen mod	TRb-SRC2 inh	Tau fibril FP	TR SRC2 fluor cs	Tau fibril ThT	L3MBTL1 inh	Tau fluor counter
COc1ccc(NC(=O)CSc2nc(C)cs2)cc1OC	-5%	-4%	13%	1%	1%	-16%	/	-19%
COc1ccc(N(C(=O)c2cccnc2)S(=O)(=O)c2cccs2)cc1	?	-3%	-1%	4%	1%	-13%	2%	-5%
CCCCOC(=O)c1ccc(NC(=O)CC2NCCNC2=O)cc1 (stereo unspecified)	/	/	0%	0%	-12%	-1%	/	-4%
COc1cccc(-c2cc(C(=O)N/N=C/c3ccc(OC)c(COC(C)=O)c3)c3ccccc3n2)c1	?	4%	8%	-13%	1%	5%	-9%	?
Cc1cc(=O)[nH]c(N/N=C/c2cccc([N+](=O)[O-])c2)n1	-6%	2%	6%	7%	-1%	?	2%	-2%
CC(=O)N1CCc2c(sc(NC(=O)c3ccc4c(c3)OCCO4)c2C#N)C1	?	7%	-6%	-4%	-6%	?	8%	-5%
CCC1CCc2nc3sc(C(=O)Nc4cccc(C(F)(F)F)c4)c(N)c3cc2C1 (stereo unspecified)	/	/	10%	-11%	-5%	?	/	-18%
CCCc1nnc(NC(=O)Cc2coc3cc(C)cc(C)c23)s1	/	/	-7%	?	-21%	-4%	/	-11%
O=C(O)CC/C(=N\NC(=O)c1ccccc1)c1cccs1	-2%	10%	6%	10%	-3%	-6%	12%	0%
CCOCCCNC(=O)C(c1ccccc1)N(Cc1cccs1)C(=O)c1ccc(NC(C)=O)cc1 (stereo unspecified)	/	/	0%	0%	-1%	-4%	/	-9%
CN1CCN(C(=O)CN(c2cccc(Br)c2)S(=O)(=O)c2ccccc2)CC1	3%	5%	0%	1%	-2%	2%	7%	5%
Cc1ccc(Sc2ncccc2COC(=O)Nc2ccccc2)cc1	2%	-7%	0%	?	3%	-15%	8%	?
Cc1cc(OCC(=O)N2CCOCC2)ccc1[N+](=O)[O-]	/	4%	0%	-4%	-2%	-3%	/	-3%
O=C(NCc1ccco1)c1cc2c(s1)CCCCC2	28µM*	11%	-25%	?	-9%	?	?	-28%
O=C(O)c1cccc(-c2nnn(Cc3ccccc3)n2)c1	3%	-4%	5%	6%	0%	-2%	16%	5%
COc1ccc(-c2cc3nc(C)c(CCC(=O)N4CCN(c5ccc(F)cc5)CC4)c(C)n3n2)c(OC)c1	/	/	-2%	5%	-3%	?	/	-15%
CC(C)(C)NC(=O)CC(CC(=O)O)c1ccccc1 (stereo unspecified)	-2%	-7%	-12%	?	1%	-6%	-7%	3%
Cc1nn(S(=O)(=O)c2ccc(Cl)cc2)c(C)c1S(=O)(=O)N1CCCCCC1	/	/	5%	-8%	-2%	8%	/	0%
CSCCNC(=O)Nc1c(-c2c(Cl)cccc2Cl)noc1C	7%	5%	-3%	0%	-3%	-1%	-3%	-8%
Cc1ccc(-n2ncc3c(SCC(=O)Nc4cc(C)on4)ncnc32)c(C)c1	2%	6%	-3%	-10%	1%	-9%	7%	-8%
O=C1CC(c2ccccc2)c2ccc(O)cc2O1 (stereo unspecified)	-11%	10%	-6%	0%	0%	-10%	/	-10%
CCCNC(=O)c1ccc(-n2c(-c3ccccc3)cc3c2CCCCC3)cc1	/	/	4%	?	5%	5%	/	?
COc1ccccc1NC(=O)Cn1cnc2c(cnn2-c2ccccc2)c1=O	-5%	3%	-13%	-3%	1%	-2%	4%	-18%
CC(C)(C)C1CCC(C(=O)OCC(=O)N2CCOCC2)CC1 (stereo unspecified)	5%	-3%	3%[53 µM]	-5%	-4%[53 µM]	6%	5%	7%
CCOC(=O)c1ccccc1-n1c(C)cc(C2N=C(N)Nc3nc4ccccc4n32)c1C (stereo unspecified)	?	7%	-9%	?	-1%	?	/	?
CCOc1ccc(NC(=O)NC(C)CC)cc1 (stereo unspecified)	17%	1%	-6%	8%	-2%	-15%	-16%	-12%
Cc1ccc(C(C(=O)NC2CCCC2)N(C(=O)c2csnn2)C2CCCC2)o1 (stereo unspecified)	-15%	0%	-10%	2%	-3%	-5%	5%	-6%
CCN1CCN(c2oc(COc3ccc(Cl)cc3)nc2C#N)CC1	/	-2%	5%	-2%	-1%	-10%	?	-20%
N#Cc1cncc(-c2ccc3c(c2)OCCOCCOCCOCCOCCO3)n1	0%	-8%	6%	4%	-2%	-5%	-5%	4%
COC(=O)CCCNC(=O)CC1C(=O)NCCN1Cc1ccoc1 (stereo unspecified)	-8%	-4%	-1%	-4%	-5%	-17%	6%	-1%
Cc1c(O)ccc(NS(=O)(=O)c2ccccc2)c1C	?	-6%	1%	-4%	1%	3%	9%	2%
CC(c1ccccc1)N1CCc2[nH]c(=S)[nH]c(=O)c2C1 (stereo unspecified)	?	-2%	-4%	-5%	-3%	-1%	/	-6%
N#Cc1nc(COc2ccccc2)oc1N1CCCCC1	13µM*	-2%	-7%	2%	-2%	-10%	-24%	-10%
CN(C)Cc1ccccc1-c1nccc(N(C)C)n1	?	13%	7%	-5%	0%	0%	/	2%
COC(=O)c1ccc(CSc2nc3c([nH]c4ccccc43)c(=O)n2-c2ccc(OC)cc2)o1	/	/	2%	-13%	-27%	2%	/	-10%
CCOC(=O)N1CCN(C(=O)c2c(C)nn(-c3cccc(C)c3)c2-n2cccc2)CC1	/	/	8%	3%	-1%	-12%	/	-12%
Cc1ccc(NC(=O)OCCN2CCN(S(=O)(=O)c3ccc(C)cc3)CCC2=O)cc1	-3%&0%	-4%&4%	-3%&-4%	0%&-2%	-2%&-1%	-8%&1%	9%	-15%&-8%
CC(C)C(=O)Nc1cccc(C(=O)N2CCCCC2C)c1 (stereo unspecified)	7%	5%	-5%	-13%	-5%	-8%	/	-8%
COc1ccc(OC)c(C2/C(=C(/O)c3cnn(-c4ccccc4)c3C)C(=O)C(=O)N2CCN(C)C)c1 (stereo unspecified)	-15%	5%	-2%	-10%	-3%	-10%	/	-9%
CCCN(CCC)C(=O)Cn1c(=O)n(CCCCC(=O)NC2CCCC2)c(=O)c2ccccc21	13%	-6%	-5%	-5%	-5%	-12%	9%	-10%
O=C(CSc1nc2c(cnn2-c2ccccc2)c(=O)[nH]1)N1N=C(c2cccs2)CC1c1ccc(F)cc1 (stereo unspecified)	?	-7%	11%	-13%	-1%	-10%	6%	-14%
Cc1ccc(O)c(/C=N/NC(=O)c2[nH]ncc2Br)c1	7%	?	8%	4%	-1%	?	-9%	-16%
CCOCCCNC(=S)N1C2CCC1CC(NC(=O)NC1CCCCC1)C2 (stereo unspecified)	9%	-9%	-2%	7%	-4%	-16%	4%	-6%
Cc1ccc(NC(=O)Cn2c(=O)ccc3cc(S(=O)(=O)N4CCC(C)CC4)ccc32)c(C)c1	/	/	0%	1%	-5%	0%	/	-22%
Cc1ccc(Cn2c(CCCNC(=O)C3CCCCC3)nc3ccccc32)cc1	/	/	3%	10%	-4%	-6%	/	5%
O=C(COC(=O)C1=COCCO1)Nc1cccc(Oc2ccccc2)c1	-15%	-5%	-2%	2%	-2%	-5%	/	-14%
COc1ccc(C(=O)Nc2nncs2)cc1S(=O)(=O)N1CC(c2ccccc2)CC1=O (stereo unspecified)	?	-11%	2%	0%	-2%	-3%	-1%	-15%
O=C1CC(N2CCN(Cc3ccc(Cl)cc3)CC2)C(=O)N1CCc1ccccc1 (stereo unspecified)	/	4%	-3%	7%	-4%	4%	-4%	0%
C=CCOC(=O)/C(=C\C=C\c1ccccc1)NC(=O)c1ccccc1	2%	1%	7%	7%	1%	-1%	9%	-3%
CCn1cc(C(=O)N2CCn3c(nc4ccccc43)C2)c(=O)c2ccc(C)nc21	6%	-1%	-2%	-1%	3%	-14%	/	-8%
COc1cc(OC)c(NC(=O)CCc2c(C)nc3cc(-c4ccccc4OC)nn3c2C)cc1Cl	/	/	-3%	-5%	-3%	-13%	/	-28%
COCCn1c(SCC(=O)N2CC(=O)Nc3ccccc32)nc2ccccc21	5%	3%	-1%	-11%	0%	-9%	-3%	-13%

Full records from above. Screens in order: ALDH1A1 block	aGal spleen mod	TRb-SRC2 inh	Tau fibril FP	TR SRC2 fluor cs	Tau fibril ThT	L3MBTL1 inh	Tau fluor counter
Results for `O=C(COC(=O)C1=COCCO1)Nc1cccc(Oc2ccccc2)c1` : -15%	-5%	-2%	2%	-2%	-5%	/	-14%
Results for `O=C(CSc1nc2c(cnn2-c2ccccc2)c(=O)[nH]1)N1N=C(c2cccs2)CC1c1ccc(F)cc1` (stereo unspecified) : ?	-7%	11%	-13%	-1%	-10%	6%	-14%

Two neighbouring records already listed, for reference:
SMILES	ALDH1A1 block	aGal spleen mod	TRb-SRC2 inh	Tau fibril FP	TR SRC2 fluor cs	Tau fibril ThT	L3MBTL1 inh	Tau fluor counter
Cc1ccc(Cn2c(CCCNC(=O)C3CCCCC3)nc3ccccc32)cc1	/	/	3%	10%	-4%	-6%	/	5%
O=C(COC(=O)C1=COCCO1)Nc1cccc(Oc2ccccc2)c1	-15%	-5%	-2%	2%	-2%	-5%	/	-14%
